Assay outcomes from PubChem.
CYP2C19 inhib – inhibitors of human CYP2C19. P33261. CYP2C19 Supersomes, luciferin-H EGE luminescence, 30 min. inhibition, % at 5 µM. 21% of 96,000 active. AID 778;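 active = CYP2C19 inhibition above a set limit at 5 µM in the primary screen, cut at about 50% in these data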;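 also: plate controls were negative control wells for no effect and 2.5 mM tranylcypromine positive control for full effect; values of inactives mirror those of a sister screen read the other way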
CD11b adhes inh – CD11b/CD18-fibrinogen binding inhibition | 0.54% of 93,000 active | inhibition, % at 10 µM | K562 CD11b/CD18 adhesion to fibrinogen, ATPlite luminescence; Mn2+ added to activate the integrin | P05107+P11215;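 active = primary inhibition of 50% or more at 10 µM, then 40% or more on retest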; also: some results filed as inactive read as strong as hits
Target sequence (P05107 whole entry, looked up, other chains not shown): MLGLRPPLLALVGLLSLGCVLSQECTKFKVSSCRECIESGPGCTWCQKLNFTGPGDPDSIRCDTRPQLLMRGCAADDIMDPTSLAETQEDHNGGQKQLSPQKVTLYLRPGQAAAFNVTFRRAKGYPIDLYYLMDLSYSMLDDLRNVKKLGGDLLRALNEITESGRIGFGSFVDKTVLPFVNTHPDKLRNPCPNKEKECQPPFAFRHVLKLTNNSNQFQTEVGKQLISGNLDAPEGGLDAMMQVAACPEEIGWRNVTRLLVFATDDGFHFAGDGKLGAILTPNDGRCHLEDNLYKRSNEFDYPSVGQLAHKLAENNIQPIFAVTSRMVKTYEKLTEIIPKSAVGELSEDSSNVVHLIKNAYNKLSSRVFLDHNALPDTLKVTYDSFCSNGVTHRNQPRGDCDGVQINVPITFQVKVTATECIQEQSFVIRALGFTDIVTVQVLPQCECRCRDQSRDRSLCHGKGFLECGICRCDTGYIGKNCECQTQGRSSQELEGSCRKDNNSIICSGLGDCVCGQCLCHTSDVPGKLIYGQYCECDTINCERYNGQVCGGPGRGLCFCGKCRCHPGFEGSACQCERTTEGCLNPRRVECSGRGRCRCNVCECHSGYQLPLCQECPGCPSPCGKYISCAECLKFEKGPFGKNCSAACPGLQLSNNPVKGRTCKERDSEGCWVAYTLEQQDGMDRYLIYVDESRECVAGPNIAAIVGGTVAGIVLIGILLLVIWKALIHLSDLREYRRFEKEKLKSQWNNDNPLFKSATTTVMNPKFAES
ERa SRC1 inh – blocks coactivator binding to human estrogen receptor alpha. inhibition, % at 25.6 µM. 1.7% of 86,000 active. TR-FRET ER-alpha LBD / SRC-1 peptide, estradiol-bound; in the data active = inhibition above about 50%;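 also: 0% = receptor plus peptide control and 100% = peptide only without receptor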
HUVEC prolif 384 – inhibitors of human endothelial cell proliferation | HUVEC proliferation, CellTiter-Glo luminescence, 72 h; active compounds read low | viability, % at 10 µM (by protocol) | 1.1% of 86,000 active;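 active = viability at or below 30%; inactive = viability above 30%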;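 also: 100% = median luminescence of DMSO-only cell control wells on each plate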
ERa coact pot – enhances coactivator binding to human estrogen receptor alpha. P03372. TR-FRET ERalpha-LBD/SRC-Cy5 coactivator binding, 2 h; 100 = basal binding, no effect. coactivator binding (% of control), % at 25.6 µM. 1.3% of 86,000 active. AID 639; in the data active = activity above about 200%;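 also: binding measured in presence of low estradiol as agonist stimulus; 0% = peptide alone without receptor and 100% = receptor with peptide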
CYP2C19 act – increases human CYP2C19 enzyme activity; P33261; recombinant CYP2C19, luciferin-H EGE luminescence; active compounds read high; 0 = fully inhibited enzyme, 1 = untreated enzyme; activation factor at 5 µM; 96,000 tested, under 10 active;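 active = activation factor of at least 2 at 5 µM in the primary screen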;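 also: 0 = wells with 2.5 mM tranylcypromine and 1 = vehicle-only wells; values of inactives mirror those of a sister screen read the other way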
H69AR inhibit – growth inhibitors of human H69AR lung tumor cells; viability, % at 10 µM; 6% of 85,000 active; H69AR lung tumor viability, ATP luminescence, 72 h; active compounds read low;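 active = viability at or below 40%; inactive = viability above 40%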;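 also: multidrug resistant small cell line overexpressing MRP-1 efflux transporter; 100% = mean luminescence of untreated control wells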
Lung fibro prol – blocks proliferation of human lung fibroblasts. viability, % at 10 µM. AID 719. LL 47 human lung fibroblast viability, ATP luminescence; active compounds read low. 1.1% of 85,000 active;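 active = viability at or below 50% in the single dose screen; inactive = viability above 50%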;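 also: compound exposure lasted 72 h before the ATP readout; 100% = median luminescence of untreated cell-only wells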
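Test system: LL 47 human lung fibroblasts / Quantity: 1,150 cells in each well / Medium: IMEM growth medium with 15% fetal bovine serum / Incubation: 72 h compound exposure at 37 °C after overnight plating / Detection: CellTiter-Glo luminescence measuring cellular ATP / Read-out: % viability versus median cells-only luminescence / Benchmarks: cell-only wells, no compound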
CD11b adhes enh – increases human CD11b/CD18 adhesion to fibrinogen. P05107+P11215. K562 CD11b/CD18 adhesion to fibrinogen, ATPlite luminescence. activation, % at 10 µM. 0.07% of 93,000 active. AID 1499;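 active = 10 µM primary screen giving 50% or more activity, confirmed by 40% or more on retest at that dose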; also: strong numbers were not always called active; reference of the scale not given here
Starred values were filed as active, the others as inactive; [ ] = dose if it differs, or a comment.

How did CCOc1ccc(C(CCc2ccccc2)NC(=O)c2ccccc2)cc1OCC (stereo not drawn) do in these assays?
CYP2C19 inhib: 76*; CD11b adhes inh: -3; CYP2C19 act: 0.2; CD11b adhes enh: -2

How did O=C(Cn1c(=O)oc2cc(S(=O)(=O)N3CCCC3)ccc21)NCc1ccccn1 do in these assays?
CYP2C19 inhib: -14; CD11b adhes inh: 13; ERa SRC1 inh: -3; HUVEC prolif 384: 91; ERa coact pot: 126; CYP2C19 act: 1.1; H69AR inhibit: 98; Lung fibro prol: 99; CD11b adhes enh: -3

How did Cc1ccc2cc(CCNC(=O)CC(C)(C)C)c(=O)[nH]c2c1C do in these assays?
CYP2C19 inhib: 11; CD11b adhes inh: -16; ERa SRC1 inh: -1; HUVEC prolif 384: 95; ERa coact pot: 116; CYP2C19 act: 0.9; H69AR inhibit: 91; Lung fibro prol: 101; CD11b adhes enh: 3

What do the screens show for `CCOc1ccccc1NC(=O)CCN1CCN(S(=O)(=O)c2ccc(OC)cc2)CC1`?
CYP2C19 inhib: 68*; CD11b adhes inh: -33; ERa SRC1 inh: 4; HUVEC prolif 384: 86; ERa coact pot: 107; CYP2C19 act: 0.3; H69AR inhibit: 68; Lung fibro prol: 109; CD11b adhes enh: 0

What do the screens show for `CCOC(=O)Cn1nnnc1C(CC)N(Cc1cc2ccc(C)cc2[nH]c1=O)C1CCCC1` (stereo not drawn)?
CYP2C19 inhib: 42; CD11b adhes inh: -7; ERa SRC1 inh: 2[fluorescence artefact?]; HUVEC prolif 384: 80; ERa coact pot: 133; CYP2C19 act: 0.6; H69AR inhibit: 84; Lung fibro prol: 101; CD11b adhes enh: -3

Results for COC(=O)C(Cc1cnc(Cl)s1)(C(=O)OC)c1ccc(C(F)(F)F)cc1[N+](=O)[O-] ?
CYP2C19 inhib: 87*; CD11b adhes inh: -4; ERa SRC1 inh: 10[fluorescence artefact?]; HUVEC prolif 384: 83; ERa coact pot: 106; CYP2C19 act: 0.1; H69AR inhibit: 90; Lung fibro prol: 99; CD11b adhes enh: -3

What do the screens show for `CC(C)Cc1nc(S(=O)(=O)c2ccc(Cl)cc2)c(N2CCOCC2)o1`?
CYP2C19 inhib: 57*; CD11b adhes inh: -15; ERa SRC1 inh: 1; HUVEC prolif 384: 94; ERa coact pot: 113; CYP2C19 act: 0.4; H69AR inhibit: 98; Lung fibro prol: 98; CD11b adhes enh: 2

Results for CC(C)OCCCNc1ncnc2c1[nH]c1ccc(F)cc12 ?
CYP2C19 inhib: 32; ERa SRC1 inh: -4; HUVEC prolif 384: 51; ERa coact pot: 91; CYP2C19 act: 0.7; H69AR inhibit: 52; Lung fibro prol: 100

What do the screens show for `COc1ccc(C2N(c3ccccn3)C(=O)C3CCCN32)c(OC)c1` (stereo not drawn)?
CYP2C19 inhib: 0; ERa SRC1 inh: 5; HUVEC prolif 384: 94; ERa coact pot: 106; CYP2C19 act: 1; H69AR inhibit: 97; Lung fibro prol: 97

Results for CN(C)S(=O)(=O)n1ccnc1 ?
CYP2C19 inhib: -6; CD11b adhes inh: -2; ERa SRC1 inh: -4; HUVEC prolif 384: 102; ERa coact pot: 103; CYP2C19 act: 1.1; H69AR inhibit: 96; Lung fibro prol: 103; CD11b adhes enh: -4

How did CCOC(=O)N1CCC(NC(=O)c2ccc(CS(=O)(=O)c3ccccc3C)o2)CC1 do in these assays?
CYP2C19 inhib: -9; CD11b adhes inh: 0; ERa SRC1 inh: -6; HUVEC prolif 384: 93; ERa coact pot: 114[fluorescence artefact?]; CYP2C19 act: 1.1; H69AR inhibit: 99; Lung fibro prol: 98; CD11b adhes enh: 15

How did O=C(CCC(=O)c1cccs1)NC(c1ccccc1)c1ccccc1 do in these assays?
CYP2C19 inhib: 74*; ERa SRC1 inh: -4; HUVEC prolif 384: 125; ERa coact pot: 102; CYP2C19 act: 0.3; H69AR inhibit: 99; Lung fibro prol: 101

How did N#Cc1cc2c(nc1SCc1ccc(Cl)cc1)CCCC2 do in these assays?
ERa SRC1 inh: -15; HUVEC prolif 384: 100; ERa coact pot: 105[fluorescence artefact?]; H69AR inhibit: 88; Lung fibro prol: 98

How did CCOCCC(=O)Nc1cc(Cl)ccc1OC do in these assays?
CYP2C19 inhib: 9; CD11b adhes inh: 2; ERa SRC1 inh: -3; HUVEC prolif 384: 89; ERa coact pot: 107; CYP2C19 act: 0.9; H69AR inhibit: 101; Lung fibro prol: 96; CD11b adhes enh: 2

What do the screens show for `Cc1ccc(CCNC(=O)Cn2cccc2)cc1`?
CYP2C19 inhib: 76*; ERa SRC1 inh: -1; HUVEC prolif 384: 75; ERa coact pot: 103; CYP2C19 act: 0.2; H69AR inhibit: 58; Lung fibro prol: 95

What do the screens show for `CC(C)COC(=O)C1[C@H]2C(=O)N(Cc3cccs3)C[C@]23C=C[C@H]1O3` (stereo partly drawn)?
CYP2C19 inhib: 41; ERa SRC1 inh: -4; HUVEC prolif 384: 97; ERa coact pot: 102; CYP2C19 act: 0.6; H69AR inhibit: 107; Lung fibro prol: 91

How did CCN1CCc2nc(NC(=O)CC(c3ccccc3)c3ccccc3)sc2C1 do in these assays?
CYP2C19 inhib: 21; ERa SRC1 inh: 38; HUVEC prolif 384: 88; ERa coact pot: 282*[fluorescence artefact?]; CYP2C19 act: 0.8; H69AR inhibit: 98; Lung fibro prol: 99

How did Cc1csc(NC(=O)C2COc3ccccc3O2)n1 (stereo not drawn) do in these assays?
CYP2C19 inhib: 83*; CD11b adhes inh: -2; ERa SRC1 inh: -9; HUVEC prolif 384: 108; ERa coact pot: 99; CYP2C19 act: 0.2; H69AR inhibit: 103; Lung fibro prol: 104; CD11b adhes enh: -2

Results for Cc1ccc(CSc2nnc(-c3ccccc3N)c(=O)[nH]2)cc1 ?
CYP2C19 inhib: 15; CD11b adhes inh: -33; ERa SRC1 inh: 1[fluorescence artefact?]; HUVEC prolif 384: 98; ERa coact pot: 108; CYP2C19 act: 0.8; H69AR inhibit: 88; Lung fibro prol: 107; CD11b adhes enh: -4

Results for CCn1cc(S(=O)(=O)CC(=O)Nc2cc(C)on2)c2ccccc21 ?
CYP2C19 inhib: 35; CD11b adhes inh: -4; ERa SRC1 inh: -9; HUVEC prolif 384: 94; ERa coact pot: 96; CYP2C19 act: 0.7; H69AR inhibit: 56; Lung fibro prol: 107; CD11b adhes enh: -1

What do the screens show for `Cc1ccc(NC(=O)CSC(N)=O)cc1Cl`?
CYP2C19 inhib: 30; CD11b adhes inh: 0; ERa SRC1 inh: 35; HUVEC prolif 384: 59; ERa coact pot: 100; CYP2C19 act: 0.7; H69AR inhibit: 18*; Lung fibro prol: 98; CD11b adhes enh: -1

How did c1cc2c(cc1CN1CCOCC1)OCO2 do in these assays?
CYP2C19 inhib: 30; CD11b adhes inh: -4; ERa SRC1 inh: -6; HUVEC prolif 384: 103; ERa coact pot: 109; CYP2C19 act: 0.7; H69AR inhibit: 91; Lung fibro prol: 98; CD11b adhes enh: 0

How did Cn1c(CCNC(=O)c2ccccc2)nc2cc(NC(=O)c3ccco3)ccc21 do in these assays?
CYP2C19 inhib: 8; CD11b adhes inh: -6; ERa SRC1 inh: 5[fluorescence artefact?]; HUVEC prolif 384: 92; ERa coact pot: 83; CYP2C19 act: 0.9; H69AR inhibit: 71; Lung fibro prol: 98; CD11b adhes enh: 2

What do the screens show for `CN1CCN(Cc2nc3c(c(=O)[nH]c(=O)n3C)n2CCc2ccccc2)CC1`?
ERa SRC1 inh: -3[fluorescence artefact?]; HUVEC prolif 384: 89; ERa coact pot: 119; H69AR inhibit: 86; Lung fibro prol: 100

How did CC(C)CNC(=O)NC(=O)CSc1nc2ccccc2n1CC(C)C do in these assays?
CYP2C19 inhib: 47; CD11b adhes inh: -5; CYP2C19 act: 0.5; CD11b adhes enh: 4

What do the screens show for `CCOC(=O)N1CCN(C(=S)NCCOC)CC1`?
CYP2C19 inhib: 7; CD11b adhes inh: 0; ERa SRC1 inh: 2[fluorescence artefact?]; HUVEC prolif 384: 100; ERa coact pot: 117; CYP2C19 act: 0.9; H69AR inhibit: 93; Lung fibro prol: 103; CD11b adhes enh: 1

How did O=C(CSc1ccccc1)NCCCN1CCOCC1 do in these assays?
CYP2C19 inhib: 2; CD11b adhes inh: -4; ERa SRC1 inh: -3; HUVEC prolif 384: 95; ERa coact pot: 118[fluorescence artefact?]; CYP2C19 act: 1; H69AR inhibit: 86; Lung fibro prol: 117; CD11b adhes enh: -2

Results for COCCn1c(=O)[nH]c2cc(C(=O)NCc3cccnc3)ccc2c1=O ?
CYP2C19 inhib: 3; ERa SRC1 inh: -5; HUVEC prolif 384: 101; ERa coact pot: 113; CYP2C19 act: 1; H69AR inhibit: 102; Lung fibro prol: 99

What do the screens show for `CCCCCCC1C(C#N)=C(N)OC2=C1C(=O)CC(C)(C)C2` (stereo not drawn)?
ERa SRC1 inh: 5; HUVEC prolif 384: 89; ERa coact pot: 87; H69AR inhibit: 69; Lung fibro prol: 94

How did CCOC(=O)Cc1csc(NC(=O)CSc2nnnn2-c2ccc(C)c(C)c2)n1 do in these assays?
ERa SRC1 inh: -7; HUVEC prolif 384: 94; ERa coact pot: 106; H69AR inhibit: 91; Lung fibro prol: 93

What do the screens show for `O=C(NCc1ccco1)C1CCCN(S(=O)(=O)c2cnc[nH]2)C1` (stereo not drawn)?
CYP2C19 inhib: 55*; CD11b adhes inh: 6; ERa SRC1 inh: -5; HUVEC prolif 384: 99; ERa coact pot: 102; CYP2C19 act: 0.4; H69AR inhibit: 87; Lung fibro prol: 96; CD11b adhes enh: 0

What do the screens show for `Cc1ccccc1Nc1nc(N)nc(COC(=O)CCS(=O)(=O)c2ccccc2)n1`?
CYP2C19 inhib: 13; CD11b adhes inh: -4; ERa SRC1 inh: -3; HUVEC prolif 384: 86; ERa coact pot: 119; CYP2C19 act: 0.9; H69AR inhibit: 79; Lung fibro prol: 103; CD11b adhes enh: 1

What do the screens show for `O=S(=O)(Cc1ccc(Cl)cc1)N1CCN(Cc2ccccc2)CC1`?
CYP2C19 inhib: 30; CD11b adhes inh: -7; ERa SRC1 inh: 19; HUVEC prolif 384: 95; ERa coact pot: 143[fluorescence artefact?]; CYP2C19 act: 0.7; H69AR inhibit: 71; Lung fibro prol: 86; CD11b adhes enh: 1

How did O=C(Nc1ccccc1)c1cccc(-c2nnc(-c3ccccc3)o2)c1 do in these assays?
CYP2C19 inhib: -2; CD11b adhes inh: -34; ERa SRC1 inh: 7; HUVEC prolif 384: 19*; ERa coact pot: 309*[fluorescence artefact?]; CYP2C19 act: 1; H69AR inhibit: 26*; Lung fibro prol: 94; CD11b adhes enh: 7

How did COc1ccc(N2CCN(c3oc(COc4ccc(Cl)cc4)nc3C#N)CC2)cc1 do in these assays?
CYP2C19 inhib: 35; CD11b adhes inh: 1; CYP2C19 act: 0.6; CD11b adhes enh: 0

What do the screens show for `COc1ccc(CCNC(=O)c2ccc3c(=O)n(Cc4ccco4)c(=S)[nH]c3c2)cc1OC`?
CYP2C19 inhib: 37; CD11b adhes inh: 6; ERa SRC1 inh: 61*[fluorescence artefact?]; HUVEC prolif 384: 41; ERa coact pot: 75[fluorescence artefact?]; CYP2C19 act: 0.6; H69AR inhibit: 11*; Lung fibro prol: 101; CD11b adhes enh: 11
